HKDC1 inh: HKDC1 (human) hexokinase inhibition; AID 493160; 340,000 compounds, 0.16% hits; inhibition, % at 20 µM; Q2TB90; recombinant HKDC1, G6PDH/diaphorase resazurin coupled fluorescence;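 active = inhibition above about 35% when tested at 20 µM, limit read from the data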;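 also: plate controls were DMSO wells with enzyme for no effect and DMSO wells lacking enzyme for full effect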
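Test system: recombinant HKDC1 (HK5) hexokinase enzyme, produced in-house; Amount: enzyme 5 µg/mL final; Buffer or medium: Tris pH 8.0 buffer with MgCl2, Tween-20, BSA, BME; Reagent: glucose and ATP substrates; Doses: 20 µM test compound, 1% DMSO; Incubation: 90 min reaction incubation at room temperature, dark; Detection: resorufin fluorescence at 613 nm.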
SENP7 block: blocks the human protease SENP7. recombinant SENP7, Z-RLRGG-aminoluciferin luminescence, 40 min. inhibition, % at 5 µM. AID 434973. 330,000 compounds, 1.5% hits;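 active = inhibition above about 50% at the single test dose, limit read from the data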;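 also: plate controls were DMSO with enzyme for no effect and no enzyme buffer wells for full effect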
Target sequence (Q9BQF6 706-1050 limits assumed): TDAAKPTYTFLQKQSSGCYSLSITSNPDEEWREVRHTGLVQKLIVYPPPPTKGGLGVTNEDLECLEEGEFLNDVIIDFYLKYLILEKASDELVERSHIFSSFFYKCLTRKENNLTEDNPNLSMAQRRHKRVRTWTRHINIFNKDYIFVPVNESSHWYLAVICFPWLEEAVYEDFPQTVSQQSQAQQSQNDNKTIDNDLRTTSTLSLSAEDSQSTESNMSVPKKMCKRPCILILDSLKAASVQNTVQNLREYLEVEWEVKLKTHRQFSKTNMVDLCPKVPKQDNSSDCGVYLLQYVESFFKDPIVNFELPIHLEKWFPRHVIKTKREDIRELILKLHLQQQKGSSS
SENP6 inh: inhibitors of human SENP6 protease; Q9GZR1; Recombinant SENP6 catalytic domain, aminoluciferin luminescence; inhibition, % at 10 µM; 330,000 compounds, 1.8% hits; AID 2599;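 active = inhibition above about 50% at the single tested dose, limit read from the data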;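 also: plate controls were DMSO wells with enzyme for no effect and DMSO wells lacking enzyme for full effect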
Target sequence (Q9GZR1 628-1112 limits assumed): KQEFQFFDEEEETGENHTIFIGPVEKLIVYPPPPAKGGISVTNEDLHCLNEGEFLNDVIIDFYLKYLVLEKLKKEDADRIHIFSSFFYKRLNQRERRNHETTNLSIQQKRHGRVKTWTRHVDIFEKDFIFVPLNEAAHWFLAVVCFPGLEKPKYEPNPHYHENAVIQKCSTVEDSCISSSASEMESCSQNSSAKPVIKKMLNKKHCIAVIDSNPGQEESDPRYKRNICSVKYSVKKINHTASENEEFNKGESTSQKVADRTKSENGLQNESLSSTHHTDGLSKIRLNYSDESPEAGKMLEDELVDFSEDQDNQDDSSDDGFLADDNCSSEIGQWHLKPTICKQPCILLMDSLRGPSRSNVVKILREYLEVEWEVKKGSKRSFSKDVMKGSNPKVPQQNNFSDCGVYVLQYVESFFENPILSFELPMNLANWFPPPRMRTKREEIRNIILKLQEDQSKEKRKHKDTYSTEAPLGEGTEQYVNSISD
SENP8 inh: SENP8 (human) protease inhibition. 360,000 compounds, 0.64% hits. recombinant SENP8, Nedd8 substrate fluorescence. inhibition, % at 20 µM. AID 602440; in the data active = inhibition mostly above about 40%, no sharp cut-off; inactive = mostly below about 27%
Target sequence (Q96LD8 whole entry, looked up): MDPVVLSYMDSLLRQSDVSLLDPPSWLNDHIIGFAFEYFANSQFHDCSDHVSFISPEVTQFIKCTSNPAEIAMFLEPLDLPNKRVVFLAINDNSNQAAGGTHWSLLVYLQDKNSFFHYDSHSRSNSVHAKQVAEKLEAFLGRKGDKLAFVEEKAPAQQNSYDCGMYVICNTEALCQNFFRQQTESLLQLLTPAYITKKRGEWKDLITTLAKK
ATG4B inh: ATG4B (human) cysteine protease inhibition. Q9Y4P1. ATG4B cleavage of LC3-PLA2, NBD-HPC fluorescence, 1 h. inhibition, % at 8.33 µM. 340,000 compounds, 0.51% hits. AID 504462; in the data active = inhibition above about 40%
NR3A LBD binder: NR3A (human) ligand-binding domain modulation | Tm shift relative to glycine control, % at 25 µM | AID 1259313 | 340,000 compounds, 2.5% hits | NR3A LBD differential scanning fluorimetry, Tm shift; 0% = protein alone, 100% = glycine-bound protein;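 active = melting temperature shift of at least 10% of the positive control shift, at one fixed dose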
PfGluPho inh: PfG6PD (Plasmodium falciparum) enzyme inhibition. PfGluPho enzyme, NADPH resazurin-diaphorase fluorescence. inhibition, % at 20 µM. 350,000 compounds, 0.78% hits. AID 504690;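 active = inhibition reaching at least a set limit at 20 µM in the primary screen, cut at about 59% in these data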;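 also: 0% = DMSO wells with substrate and 100% = DMSO wells lacking glucose-6-phosphate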
MPTP inh: inhibitors of mitochondrial permeability transition pore | isolated mouse mitochondria, Ca2+ swelling absorbance, 30 min | inhibition, % at 10 µM | AID 602449 | 360,000 compounds, 1.4% hits;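 active = inhibition of 50% or more, scaled per plate between neutral and stimulator controls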;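 also: 0% = DMSO wells given calcium and 100% = 1 mM EGTA wells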
* = called active by the depositor; . = no result given.

SMILES | HKDC1 inh | SENP7 block | SENP6 inh | SENP8 inh | ATG4B inh | NR3A LBD binder | PfGluPho inh | MPTP inh
CC(C)Oc1ccc(C(=O)NC(=S)Nc2ccc(CN3CCOCC3)cc2)cc1 | -3 | 11 | -5 | 11 | -12 | -1 | 6 | 2.4
COc1ccc2nc(C)cc(SCC(=O)N/N=C/c3ccc(O)c(O)c3)c2c1 | 19 | 8 | -38 | -1 | -3 | -11 | 1 | 1.2
Cc1onc(-c2ccccc2Cl)c1C(=O)OCC(=O)c1ccccc1 | 14 | 3 | 13 | 0 | 5 | -1 | 5 | -0.1
Cc1cc(Br)ccc1NC(=O)CN(C)Cc1cccs1 | 2 | 10 | -19 | 6 | -3 | -1 | 12 | -0.9
CC(C)Oc1cccc(C(=O)NC(=S)Nc2ccc(N3CCN(C)CC3)cc2)c1 | -2 | 1 | -14 | 22 | -1 | 0 | 0 | -1.1
COc1ccc(-c2nc(CC(=O)O)cs2)cc1 | -7 | 3 | 11 | -48 | 2 | -3 | -21 | 0.6
Cc1cc(C)c2nc(-c3ccccn3)cc(C(=O)Nc3cc(C)on3)c2c1 | 3 | 1 | -9 | -424 | 10 | 1 | -4 | 4.3
O=C(NC1CCCC1)C(c1cccnc1)N(C(=O)c1csnn1)C1CC1 (stereo unspecified) | -15 | 9 | -6 | 9 | -7 | -1 | -4 | 0.9
CCN1CCN(CCCNC(=O)c2ccc3c(c2)N(Cc2ccc(C)cc2)CCS3)CC1 | -1 | -3 | -19 | -383 | -4 | 3 | 4 | -1.2
O=C1NC(=O)c2cc(Oc3ccc([N+](=O)[O-])cc3)ccc21 | -6 | -2 | 16 | -1 | 3 | -1 | 28 | -0.7

5 entries from above, in markdown.
| compound | HKDC1 inh | SENP7 block | SENP6 inh | SENP8 inh | ATG4B inh | NR3A LBD binder | PfGluPho inh | MPTP inh |
| --- | --- | --- | --- | --- | --- | --- | --- | --- |
| COc1ccc2nc(C)cc(SCC(=O)N/N=C/c3ccc(O)c(O)c3)c2c1 | 19 | 8 | -38 | -1 | -3 | -11 | 1 | 1.2 |
| Cc1onc(-c2ccccc2Cl)c1C(=O)OCC(=O)c1ccccc1 | 14 | 3 | 13 | 0 | 5 | -1 | 5 | -0.1 |
| Cc1cc(Br)ccc1NC(=O)CN(C)Cc1cccs1 | 2 | 10 | -19 | 6 | -3 | -1 | 12 | -0.9 |
| CC(C)Oc1cccc(C(=O)NC(=S)Nc2ccc(N3CCN(C)CC3)cc2)c1 | -2 | 1 | -14 | 22 | -1 | 0 | 0 | -1.1 |
| COc1ccc(-c2nc(CC(=O)O)cs2)cc1 | -7 | 3 | 11 | -48 | 2 | -3 | -21 | 0.6 |

The list continues.
SMILES | HKDC1 inh | SENP7 block | SENP6 inh | SENP8 inh | ATG4B inh | NR3A LBD binder | PfGluPho inh | MPTP inh
CC(NC(=O)CN(C)S(=O)(=O)c1ccc(F)cc1)C1CC2CCC1C2 (stereo unspecified) | 1 | -6 | -11 | 2 | -5 | 1 | -3 | -2.9
O=C(Nc1ccc(F)c(Cl)c1)C1CCCCC1 | -4 | -2 | 9 | 17 | 1 | -4 | 21 | 2.3
CC1S/C(=N/N=C/c2cccs2)NC1=O (stereo unspecified) | 11 | 0 | -1 | 16 | -1 | -2 | -23 | -2.2
Cn1cc(/C=C2\SC(=S)N(NC(=O)c3cccc(Cl)c3)C2=O)c2ccccc21 | 7 | . | . | 35 | 4 | 20* | -10 | 5.7
Cc1c(C)c2c(OCC(=O)Nc3cccnc3)cc3c(c2oc1=O)CCC(C)(C)O3 | 13 | -2 | 0 | -186 | -6 | 2 | 4 | -0.4
Cc1c(C(=O)NNS(=O)(=O)c2ccccc2Cl)sc(=S)n1C | 1 | -2 | -11 | 6 | -6 | 1 | -8 | -8.7
COC(=O)c1ccc(NC(=O)CCc2c(C)nc3ncnn3c2C)cc1 | 1 | 1 | 1 | 14 | -2 | -2 | -2 | 0.3
CCOc1ccc(NC(=O)C2CCCN2S(=O)(=O)c2ccc3c(c2)C(C)(C)C(=O)N3C)cc1 (stereo unspecified) | -3 | -7 | -2 | 18 | -5 | -2 | 6 | -2.0
CC(C)(C)NC(=O)COC(=O)c1c2c(nc3ccccc13)CCC2 | -3 | 8 | -6 | -38 | 0 | -3 | 0 | 0.6
N#CCCN(Cc1cccnc1)S(=O)(=O)c1ccc2ccccc2c1 | -3 | -2 | 11 | -1 | -20 | 3 | -6 | 0.2

Record cards, from the list above. Order of screens: HKDC1 inh	SENP7 block	SENP6 inh	SENP8 inh	ATG4B inh	NR3A LBD binder	PfGluPho inh	MPTP inh
Cn1cc(/C=C2\SC(=S)N(NC(=O)c3cccc(Cl)c3)C2=O)c2ccccc21 as listed: 7	.	.	35	4	20*	-10	5.7
Cc1cc(Br)ccc1NC(=O)CN(C)Cc1cccs1 as listed: 2	10	-19	6	-3	-1	12	-0.9

Further compounds:
SMILES | HKDC1 inh | SENP7 block | SENP6 inh | SENP8 inh | ATG4B inh | NR3A LBD binder | PfGluPho inh | MPTP inh
COc1cc(NC(=O)CSc2nnnn2Cc2ccc3c(c2)OCO3)cc(OC)c1 | -5 | -6 | -7 | 10 | -9 | 6 | 5 | -0.9
C/C(=N/OC(=O)c1cccc(C(F)(F)F)c1)c1cnccn1 | -2 | -11 | -5 | 13 | -4 | 1 | 0 | 0.9
CCOC(=O)C1(CCc2ccccc2)CCN(Cc2cccc3nccnc23)CC1 | -5 | -1 | -19 | 2 | 17 | 2 | 7 | 1.4
O=C(N/N=C/c1ccccc1O)C1CC(=O)N(c2ccc(Cl)cc2)C1 (stereo unspecified) | -12 | -5 | -7 | -346 | -6 | -13 | -10 | -0.7
O=C(CCNC(=O)C1CCN(S(=O)(=O)c2ccc(F)cc2)CC1)Nc1ccccc1 | -1 | -2 | 20 | 8 | 3 | 0 | -8 | 0.1
CCc1ccc2ncc(S(=O)(=O)c3ccc(C)c(C)c3)c(N3CCCC3)c2c1 | -2 | 1 | 14 | 3 | 40 | -3 | 4 | 3.1
CC(C)(C)c1ccc(-c2nnc(SCC(=O)NC3CCS(=O)(=O)C3)n2N)cc1 (stereo unspecified) | -11 | 7 | 3 | 4 | -8 | -1 | 11 | 1.4
O=C(O)C1OC(C(=O)O)C(C(=O)O)C1C(=O)O (stereo unspecified) | 0 | . | . | 9 | 4 | -1 | -4 | 0.2
CC1C(=O)Nc2ccccc2N1C(=O)c1ccc(Cl)cc1 (stereo unspecified) | 0 | -8 | -3 | 15 | -4 | 2 | -8 | -0.3
COCCNC(=O)c1cc(Br)ccc1Cl | -4 | 4 | -6 | 18 | 0 | 0 | -16 | -1.6
CCCOC(=O)CSC1=C(C#N)C(c2ccccc2Cl)CC(=O)N1 (stereo unspecified) | 1 | 15 | -11 | 7 | -9 | -1 | 2 | 0.1
COc1ccc(-c2cc(C(=O)NC(Cc3cc4ccccc4[nH]3)C(=O)O)c(C)o2)cc1OC (stereo unspecified) | 6 | 3 | 17 | 1 | -5 | 0 | -5 | 0.0
C[C@@H](NC(=O)c1nc[nH]c1C(=O)N[C@@H](CCCCNC(=O)OC(C)(C)C)C(=O)OC(C)(C)C)c1ccccc1 | 6 | -3 | -7 | 18 | 3 | -13 | 25 | -1.1
O=C(NC1CCC1)C1CCC(=O)N(Cc2ccccc2F)C1 (stereo unspecified) | -6 | -23 | -13 | 20 | -2 | 1 | -11 | -2.2
COc1cccc(OC)c1OCCNC(C)(C)C | -9 | -11 | -18 | 10 | -4 | 0 | 13 | -1.6
CCn1c(SCC(=O)NC(C)(C)C)nnc1-c1ccncc1 | -11 | -12 | -5 | 9 | -4 | -2 | 5 | 0.3
CCc1nnc(NC(=O)CSc2nc3cccnc3n2C2CCCCC2)s1 | 12 | 4 | -10 | 3 | 2 | -3 | -8 | -0.1
CN(C)CCN(C(=O)C1=COCCO1)c1nc2ccc(Cl)cc2s1 | -3 | -10 | -14 | 11 | 0 | -2 | 17 | -0.1
CCC(C)(C)NC(=O)C(c1cccn1C)N(Cc1ccccc1)C(=O)Cn1nnc2ccccc21 (stereo unspecified) | -3 | . | . | 21 | -3 | -2 | -6 | 2.6
O=S(=O)(Cc1ccccc1)N1CCN(Cc2ccc3c(c2)OCO3)CC1 | -1 | -9 | -11 | 8 | -6 | -1 | 0 | -0.7
O=C1NC(=O)N(Cc2ccccc2)CC1Br (stereo unspecified) | -2 | . | . | -1 | -3 | 2 | 6 | 5.3
O=C1N/C(=N\S(=O)(=O)Cc2ccccc2)S/C1=C/c1cccc([N+](=O)[O-])c1 | 11 | 4 | 9 | 15 | 8 | 3 | -18 | 41
Cc1cc(C)cc(N(C(=O)CNS(=O)(=O)c2ccccc2)C(C(=O)NCc2ccccc2)c2ccc(C)o2)c1 (stereo unspecified) | 3 | 4 | -9 | 11 | 9 | 3 | -18 | -1.2
CCOC(=O)c1oc2ccccc2c1NC(=O)c1ccc2c(c1)OCO2 | 12 | -2 | -2 | -56 | 0 | 0 | -9 | 23
CCC(=O)c1ccc(OCC(=O)Nc2ccccc2C(=O)N2CCCCC2)cc1 | -4 | -2 | 6 | -2 | -6 | -2 | -5 | -1.3
CCCC(=O)NCCc1nc2cc([N+](=O)[O-])ccc2n1C | 13 | 0 | -16 | 20 | 5 | 0 | -27 | -0.4
O=C(CSc1nnc(-c2ccc(Cl)cc2Cl)n1C1CCCCC1)N1CCCC1 | -3 | 2 | 7 | 22 | 2 | 1 | -6 | -0.7
COc1ccc2c(c1)CCC1C2=NN(/C(C)=C/C(C)=O)C1c1cccc(F)c1 (stereo unspecified) | 18 | 0 | 4 | -156 | -9 | -1 | 1 | -0.5
O=C(CSc1nccc(=O)[nH]1)Nc1ccc(N2CCOCC2)cc1 | 2 | 2 | 2 | 4 | 0 | 0 | 0 | 0.5
O=C(CN(C(=O)CNS(=O)(=O)c1ccccc1)c1ccc(F)cc1)NCc1ccco1 | -6 | 2 | -22 | 11 | -8 | 1 | -6 | -1.1

Three entries from above, ordered by heavy-atom count, low to high:
SMILES | HKDC1 inh | SENP7 block | SENP6 inh | SENP8 inh | ATG4B inh | NR3A LBD binder | PfGluPho inh | MPTP inh
CCCC(=O)NCCc1nc2cc([N+](=O)[O-])ccc2n1C | 13 | 0 | -16 | 20 | 5 | 0 | -27 | -0.4
CCC(=O)c1ccc(OCC(=O)Nc2ccccc2C(=O)N2CCCCC2)cc1 | -4 | -2 | 6 | -2 | -6 | -2 | -5 | -1.3
O=C(CN(C(=O)CNS(=O)(=O)c1ccccc1)c1ccc(F)cc1)NCc1ccco1 | -6 | 2 | -22 | 11 | -8 | 1 | -6 | -1.1

(listing goes on)
SMILES | HKDC1 inh | SENP7 block | SENP6 inh | SENP8 inh | ATG4B inh | NR3A LBD binder | PfGluPho inh | MPTP inh
NC(=O)CSc1nnc(NC(=O)c2cccc(S(=O)(=O)N3CCCCC3)c2)s1 | -10 | -3 | -8 | -103 | 5 | 1 | -37 | 0.8
CCNC(=S)N(CCc1c(C)[nH]c2ccc(C)cc12)Cc1cc(OC)c(OC)c(OC)c1 | -1 | 3 | -8 | 13 | -14 | -9 | 20 | 0.9
O=C(CCNC(=O)C1CCN(S(=O)(=O)c2ccc(F)cc2)CC1)NCc1cccnc1 | -3 | 2 | 5 | 18 | -1 | -1 | 7 | -3.3
CN(C)CC/C=C1/c2cc(F)ccc2CSc2ccc(F)cc21 | 6 | 0 | -14 | 16 | 4 | -7 | -14 | 72*
Cn1cc(Br)c(C(=O)NN2C(=O)C3C(C2=O)C2C=CC3C23CC3)n1 (stereo unspecified) | -6 | 0 | -1 | 4 | 1 | 0 | 7 | -1.9
Clc1ccc(Nc2nc(-c3cccs3)cs2)nc1 | 3 | 11 | 35 | -98 | 7 | 23* | 40 | 1.5
CCc1nc(SCC(=O)OC)c2c3c(sc2n1)COC(C)(C)C3 | -4 | 2 | -7 | 5 | -7 | 2 | -6 | 2.4
